# Screening data from PubChem.
# STK33 inh – blocks human STK33 kinase activity. 320,000 tested, 0.073% active. Q9BYT3. purified STK33, MBP phosphorylation, ADP-Glo luminescence. inhibition, % at 10 µM. AID 2661;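 active = inhibition at or above 25%, using the most active replicate where run in duplicate; inactive = inhibition below 25%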
# Target sequence (Q9BYT3 whole entry, looked up): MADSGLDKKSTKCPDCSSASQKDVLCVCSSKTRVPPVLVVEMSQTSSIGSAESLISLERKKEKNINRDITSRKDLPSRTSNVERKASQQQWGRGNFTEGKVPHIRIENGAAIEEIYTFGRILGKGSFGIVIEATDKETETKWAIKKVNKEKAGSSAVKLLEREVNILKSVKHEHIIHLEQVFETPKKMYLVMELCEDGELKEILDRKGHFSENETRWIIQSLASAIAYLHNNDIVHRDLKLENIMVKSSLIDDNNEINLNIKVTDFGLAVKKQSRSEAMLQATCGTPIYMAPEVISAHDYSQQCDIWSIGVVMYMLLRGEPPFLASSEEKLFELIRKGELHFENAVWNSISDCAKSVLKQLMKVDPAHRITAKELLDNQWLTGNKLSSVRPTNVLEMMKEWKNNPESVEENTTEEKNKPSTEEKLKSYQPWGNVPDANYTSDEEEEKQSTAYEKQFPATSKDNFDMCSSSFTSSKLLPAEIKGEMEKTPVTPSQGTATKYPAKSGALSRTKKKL
# The depositor's hits bear a star. Not all compounds are listed. The share of hits here may be higher or lower than overall.
STK33 inh	SMILES
-0.9	CC(C(=O)Nc1nc(-c2ccc(F)c(F)c2)cs1)N1C(=O)C2CC=CCC2C1=O (stereo not drawn)
2.4	COc1cc(OC)cc(-c2cc3cc(F)ccc3cn2)c1
0.1	O=C(COC(=O)COc1ccc(Br)cc1)NCC1CCCO1 (stereo not drawn)
0.0	CC(=O)OCC1=C(C(=O)O)N2C(=O)C(NC(=O)CC(C)c3ccccc3)C2SC1 (stereo not drawn)
-0.4	O=C(CNC(=O)c1cccs1)NCCc1ccco1
-2.4	C=C(C(=O)Oc1ccccc1C(C)(C)C)c1ccccc1
-0.1	Cc1cc(Cl)ccc1NC(=O)CCN1C(=O)NC(C)(C)C1=O
-2.7	COc1cccc(CNCC(=O)NC(=O)NC2CCCC2)c1
-1.3	Cc1ccc(C)c(NC(=O)COC(=O)CNC(=O)C2CCCCC2)c1
-1.1	Cc1ccc(S(=O)(=O)NC(=O)c2cccc(N(C)C)c2)cc1
-0.8	C[C@H](CO)N1C[C@H](C)[C@@H](CN(C)C(=O)Nc2ccccc2)Oc2c(NS(=O)(=O)c3cn(C)cn3)cccc2C1=O
-1.3	CC1CCCCN1C(=S)NC(=O)c1ccco1 (stereo not drawn)
1.2	COc1ccc(/C=N/NC(=O)CNS(=O)(=O)c2ccccc2)cc1
0.5	COc1ccc(NC(=O)COC(=O)C23CC4CC(CC(O)(C4)C2)C3)cc1Cl
-1.4	O=C(CCNC(=O)c1ccccc1Cl)NN=Cc1ccccc1[N+](=O)[O-]
-1.2	Cc1n[nH]c(C)c1S(=O)(=O)N(C)Cc1ccco1
-2.0	O=C(O)Cc1ccc(S(=O)(=O)N2CCCC2)s1
-0.1	Cc1nc(SCC(=O)NCC2CCCO2)c2c(C)c(C)sc2n1 (stereo not drawn)
-0.7	O=C1C=C(c2ccc(Br)c3ccccc23)C[C@@H](c2ccc3c(c2)OCO3)C1
0.6	CN(Cc1ccccc1)C(=O)CN1C(=O)NC2(CCCCCCC2)C1=O
-1.8	O=C(COC(=O)/C=C/c1ccccc1)NCc1cccs1
-1.8	Cc1cc(C)c(NC(=O)CNC(=O)c2ccccc2SCC(=O)N2CCCC2)c(C)c1
-2.6	Cc1cc(Cl)cc(C)c1OCC(=O)N1CCN(c2ncccn2)CC1
0.4	O=C(NCCCn1ccnc1)C1CCN(S(=O)(=O)c2cc([N+](=O)[O-])ccc2Cl)CC1
2.0	C=CCn1c(SC(C)C(=O)c2c(N)n(C)c(=O)n(C)c2=O)nnc1-c1ccoc1C (stereo not drawn)
-0.9	C[C@H](CO)N1C[C@H](C)[C@@H](CN(C)C(=O)Nc2ccc(C(F)(F)F)cc2)Oc2c(NC(=O)Nc3ccccc3)cccc2C1=O
0.5	Cc1cccc(C)c1NC(=O)c1ccc(N2CCCC2=O)cc1
-1.5	O=C(COC(=O)COc1ccc(Cl)cc1)NCCCc1ccccc1
-1.2	O=C(O)c1cc(S(=O)(=O)N2CCCCC2)ccc1N1CCCCC1
-0.7	CCCCN(C(=O)c1ccc(-c2ccc([N+](=O)[O-])cc2)o1)c1c(N)n(CC(C)C)c(=O)[nH]c1=O

# Molecules above that contain nitrogen in an aromatic ring:
STK33 inh	SMILES
-0.9	CC(C(=O)Nc1nc(-c2ccc(F)c(F)c2)cs1)N1C(=O)C2CC=CCC2C1=O (stereo not drawn)
2.4	COc1cc(OC)cc(-c2cc3cc(F)ccc3cn2)c1
-0.8	C[C@H](CO)N1C[C@H](C)[C@@H](CN(C)C(=O)Nc2ccccc2)Oc2c(NS(=O)(=O)c3cn(C)cn3)cccc2C1=O
-1.2	Cc1n[nH]c(C)c1S(=O)(=O)N(C)Cc1ccco1
-0.1	Cc1nc(SCC(=O)NCC2CCCO2)c2c(C)c(C)sc2n1 (stereo not drawn)
-2.6	Cc1cc(Cl)cc(C)c1OCC(=O)N1CCN(c2ncccn2)CC1
0.4	O=C(NCCCn1ccnc1)C1CCN(S(=O)(=O)c2cc([N+](=O)[O-])ccc2Cl)CC1
2.0	C=CCn1c(SC(C)C(=O)c2c(N)n(C)c(=O)n(C)c2=O)nnc1-c1ccoc1C (stereo not drawn)
-0.7	CCCCN(C(=O)c1ccc(-c2ccc([N+](=O)[O-])cc2)o1)c1c(N)n(CC(C)C)c(=O)[nH]c1=O

# 3 structures already listed, arranged by count of non-hydrogen atoms, high to low:
STK33 inh	SMILES
-1.5	O=C(COC(=O)COc1ccc(Cl)cc1)NCCCc1ccccc1
-1.2	O=C(O)c1cc(S(=O)(=O)N2CCCCC2)ccc1N1CCCCC1
0.5	Cc1cccc(C)c1NC(=O)c1ccc(N2CCCC2=O)cc1

# Carrying on:
STK33 inh	SMILES
-0.7	Cc1ccc2nc3n(c(=O)c2c1)-c1cc(Cl)ccc1C(=O)NC3Cc1ccccc1 (stereo not drawn)
-0.7	O=C(O)/C(=C\c1ccc(C(F)(F)F)cc1)c1ccc(S(=O)(=O)N2CCCC2)s1
0.4	O=C(COC(=O)C1CC2CCCC(C1)C2=O)NC(=O)c1ccccc1 (stereo not drawn)
-1.3	CC1CCCCC12NC(=O)N(CC(=O)OCC(=O)N(C)C1CCCCC1)C2=O (stereo not drawn)
0.4	O=S(=O)(Nc1cccc(S(=O)(=O)N2CCCC2)c1)c1cccs1
0.0	COc1ccc(NC(=O)CSc2nnc3n2CCCCC3)cc1S(=O)(=O)N1CCOCC1
0.8	O=C(COc1ccccc1Cl)NNC(=O)c1ccc(-n2cncn2)c([N+](=O)[O-])c1
1.2	CS(=O)(=O)c1ccc2nc(NC(=O)CCNC(=O)c3ccccc3Cl)sc2c1
-1.1	CCC(C(=O)N(C(C)C)C(C)C)c1ccccc1 (stereo not drawn)
-0.6	CC(C)N(C(=O)[C@H]1CC(CC(=O)NCCCN(C)C)C(=O)N2CCc3c([nH]c4ccccc34)[C@]12C)C(C)C (stereo partly drawn)
-1.3	COC(=O)c1c(C)[nH]c(C(=O)C(C)OC(=O)C2CC(=O)N(CCc3ccccc3)C2)c1C (stereo not drawn)
-1.5	COc1ccc(C(CNC(=O)C2CC(=O)N(Cc3ccccc3)C2)N2CCOCC2)cc1 (stereo not drawn)
0.2	CC(C)(C)OC(=O)C[C@@H]1C/C=C\C[C@H](CC(=O)N(CCO)Cc2ccccc2)C(=O)NC[C@@H](c2ccccc2)OC1=O
-1.5	CN(CC(=O)Nc1ccccc1Cl)C(=O)c1ccc(Cl)c(S(=O)(=O)N2CCCCCC2)c1
-1.2	CCOC(=O)C1=C(C)NC(C)=C(C(=O)OCC)C1C(=O)OCC(=O)NCc1ccccc1
-1.6	C#CCCc1ccccc1/C=[N+](/C)[O-]
-0.7	O=C(CN1CCN(c2ccc(F)cc2)CC1)N(C1CCCC1)C1CCS(=O)(=O)C1 (stereo not drawn)
-0.8	COc1ccccc1C(=O)NC(=O)COC(=O)CNC(=O)c1ccccc1F
-0.4	COc1ccc(NC(=O)c2cccc(S(=O)(=O)NCc3ccccc3)c2)cc1S(N)(=O)=O
-0.5	O=C(NC1CC1)c1cccc(S(=O)(=O)N2CCOCC2)c1
4.7	O=C(c1cnn(C(=O)c2ccccc2F)c1)c1ccccc1O
0.0	CSc1ccccc1NC(=O)COC(=O)/C=C/c1ccco1
-1.7	Cc1ccc(S(=O)(=O)N2CCCCC2)cc1C(=O)N1CCCCCC1
-1.0	COc1ccc2c(CC(=O)N3CCN(S(=O)(=O)c4ccc(F)cc4)CC3)coc2c1
-0.4	CCCNC(=O)C(Cc1ccccc1)NC(=O)c1ccc(C(C)(C)C)cc1 (stereo not drawn)
-0.8	CCOC(=O)c1nc(C(=O)NCc2ccc(C)cc2)nc2ccccc12
-2.0	COc1cc(C)cc(OC)c1OCC(=O)Nc1cc(C)on1
-1.1	CNc1snc(C)c1C(=O)OCC(=O)c1ccc(Cl)cc1
-3.0	Cc1ccc(-n2ncc3c(=O)[nH]c(SCC(=O)NCC4CCCO4)nc32)cc1 (stereo not drawn)
-1.3	Cc1cccc(NC(=O)CNC(=O)c2cn(Cc3ccccc3)nc2-c2cccnc2)c1C

# Later entries:
STK33 inh	SMILES
-0.2	C[C@H](CO)N1C[C@H](C)[C@H](CN(C)S(=O)(=O)c2cn(C)cn2)Oc2ccc(NC(=O)Nc3ccc(C(F)(F)F)cc3)cc2CC1=O
-1.0	Cc1cnc(C(=O)OCC(=O)Nc2sc3c(c2C(N)=O)CCCC3)cn1
-0.1	Nc1ncccc1C(=O)OCC(=O)NC1CCCCCC1
-2.4	O=C(CCc1nc(-c2ccc(F)cc2)no1)NCc1ccccc1CN1CCOCC1
-1.2	O=C(NCc1ccc(F)cc1)C1CC(=O)N(C2CCCC2)C1 (stereo not drawn)
-0.5	CC1CC(C)CN(C(=O)COC(=O)c2ccc3ncsc3c2)C1 (stereo not drawn)
0.3	COc1ccc(C2=CN(Cc3ccccc3)CCC2=O)cc1
-0.8	Cc1ccc2cccc(OCC(=O)NCCC3=CCCCC3)c2n1
-1.5	O=C(NCc1ccc(F)cc1)c1cccc2c1C(=O)c1ccc(N3CCC(Cc4ccccc4)CC3)cc1S2(=O)=O
-1.0	CCCOc1ccc(C(=O)Nc2cc(S(=O)(=O)N3CCOCC3)ccc2N2CCOCC2)cc1
0.5	COc1ccc(CCNC(=O)c2cccc(S(=O)(=O)N3CCCC3)c2)cc1OC
2.3	CN(C)C(CNC(=O)c1ccc(Cl)c(S(=O)(=O)N2CCCCCC2)c1)c1ccccc1 (stereo not drawn)
0.2	C=CCOc1ccc(CN(C)C(=O)c2ccc(CNS(=O)(=O)c3ccc(C)c(C)c3)cc2)cc1
-1.4	Cc1noc(C)c1NC(=O)Nc1cccc2c1O[C@@H](CN(C)C(=O)Nc1ccc3c(c1)OCO3)[C@@H](C)CN([C@H](C)CO)C2=O
2.6	O=C(NNC(=O)c1ccc(F)c(S(=O)(=O)N2CCOCC2)c1)c1ccc([N+](=O)[O-])cc1
0.2	CCN(CC)S(=O)(=O)c1cc(NC(=O)C2CSC3(C)CCC(=O)N23)ccc1C (stereo not drawn)
-3.4	C[C@H](CO)N1C[C@H](C)[C@@H](CN(C)S(=O)(=O)c2ccc(F)cc2)Oc2ccc(NC(=O)CCC(F)(F)F)cc2C1=O
0.9	O=C(c1n[nH]c(=O)c2ccccc12)N1CCN(S(=O)(=O)c2ccccc2Cl)CC1
-0.5	COc1cc(/C=C/C(=O)OCC(=O)N2CCCC2)cc(OC)c1OC
1.7	COc1ccc(CNC(=O)COC(=O)c2ccc(OCC3CCCO3)cc2)cc1 (stereo not drawn)
-1.8	CCOC(=O)[C@H]1[C@H]2COc3cc(OC)ccc3[C@@H]2N2C(=O)CN(Cc3ccc(OC)cc3)C(=O)[C@@]12C
-1.1	COc1ccc2sc(-c3ccccc3OC)c(-c3ccc(OC)c(F)c3)c2c1
0.9	O=C(OCC(=O)N1CCC(Cc2ccccc2)CC1)c1ccccc1F
-1.9	CCOc1ccccc1/C=C(\C(=O)O)c1ccc(S(=O)(=O)N2CCCCC2)s1
0.4	O=C(CNS(=O)(=O)c1ccc(Cl)cc1)N1CCN(c2ccc(F)cc2)CC1
-0.8	Cc1ccc(OCCC(=O)Nc2ccc(C)c(S(=O)(=O)N3CCOCC3)c2)cc1
0.2	Cc1nc(SCC(=O)N(C)C2CCS(=O)(=O)C2)c(C#N)c(C)c1C (stereo not drawn)
-1.3	CCOc1ccc(N(C)S(=O)(=O)c2ccc(C)c(C(=O)Nc3nnc(C4CC4)s3)c2)cc1
-1.0	CC(C)(C)OC(=O)C[C@H]1C/C=C\C[C@H](CC(=O)NCCO)C(=O)N[C@@H](Cc2ccccc2)COC1=O
-0.5	COCCNC(=O)c1cc(-c2ccccc2C)n(CC2CC(c3cccc([N+](=O)[O-])c3)=NO2)n1 (stereo not drawn)

# Further compounds
STK33 inh	SMILES
-3.0	Cc1nn(-c2ccccc2)nc1C(=O)OCC(=O)N1CCC(C)CC1
-1.1	Cc1cc(C)c(S(=O)(=O)N2CCN(C(=O)CCOc3ccccc3C)CC2)c(C)c1
-0.3	O=C1N[C@@H](Cc2ccccc2)COC(=O)[C@H](Cc2ccc(F)cc2)C/C=C\C[C@H]1CC(=O)N(CCO)Cc1ccccc1
-2.1	O=C(O)COc1ccccc1C=NNC(=O)c1ccc(NS(=O)(=O)c2cccs2)cc1
-0.4	O=C(OCC(=O)N1CCc2ccccc21)[C@@H]1CC(O)CN1S(=O)(=O)c1ccc(Cl)cc1 (stereo partly drawn)
-0.3	COc1ccc(CCNC(=O)CN2C(=O)NC3(CCCCC3C)C2=O)cc1 (stereo not drawn)
-0.5	COc1cccc(NC(=O)C(C)OC(=O)c2n[nH]c3ccccc23)c1 (stereo not drawn)
0.4	O=C(NCc1cc(C(F)(F)F)ccc1Cl)c1cccc2c1C(=O)c1ccc(N3CCOCC3)cc1S2(=O)=O
-2.5	Cc1ccccc1-c1cc(C(=O)NCc2cccs2)n(CC2CC(c3cccnc3)=NO2)n1 (stereo not drawn)
1.0	COc1ccc(C(=O)OCC(=O)c2ccc3[nH]c(=O)[nH]c3c2)c(OC)c1OC
1.7	C[C@@H]1COC(=O)[C@H](CC(=O)OC(C)(C)C)C/C=C\C[C@H](CC(=O)N(CCO)Cc2ccccc2)C(=O)N1
0.1	CCOC(=O)CN[C@H]1CCC2C3CC=C4C[C@@H](O)CC[C@]4(C)C3CC[C@@]21C (stereo partly drawn)
-0.3	CC1CC(C)CN(C(=O)COC(=O)c2ccc3c(c2)OCO3)C1 (stereo not drawn)
-1.4	Cc1cc(=O)oc2cc(OCC(=O)N3CCOCC3)c(Cl)cc12
0.6	CC(C)NC(=O)N(C)C[C@H]1Oc2ccc(NC(=O)c3ccncc3)cc2C(=O)N([C@H](C)CO)C[C@@H]1C
-0.9	CC(C)=C[C@@H]1C[C@H](C)[C@H]2CC[C@H](C)c3c(O)c(O)c(C)c1c32
-2.3	CC(NC(=O)COC(=O)c1ccc2c(=O)n3c(nc2c1)CCCCC3)c1ccccc1 (stereo not drawn)
-0.7	CC(NC(=O)COC(=O)c1ccc2ccccc2n1)c1ccccc1 (stereo not drawn)
-0.8	Cn1c(N)c(C(=O)CSc2nnc3n2CCCCC3)c(=O)n(C)c1=O
